Bioassay records as filed in PubChem.
HIF activator: HIF pathway transcriptional activators, primary screen, cell-based, U2OS HRE-luciferase, luminescence | AID 1910, 2009 | activation, % at 7.5 µM (by protocol) | 0.32% of 300,000 active | U2OS HRE-luciferase reporter; normalized: DMSO 0%, desferrioxamine 100%;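 active means mean activation of at least 10% of the iron chelator positive control signal, with at least half of replicates also reaching 10%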
GSK3 alpha inh: blockers of GSK3A enzyme activity – biochemical, luminescence, cell-free homogeneous, HTS, primary screen | GSK-3 alpha kinase, ADP-Glo luminescence, 60 min | Glycogen synthase kinase-3 alpha (Homo sapiens), P49840 | 0.1% of 320,000 active | inhibition, % at 10 µM | AID 2650, 2010;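 in the data active means inhibition above about 50%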;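 further: GST-tagged GSK-3 alpha with peptide substrate and 25 µM ATP; 0% = DMSO neutral wells and 100% = GW8510 positive control wells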
Target sequence (P49840 whole entry, looked up): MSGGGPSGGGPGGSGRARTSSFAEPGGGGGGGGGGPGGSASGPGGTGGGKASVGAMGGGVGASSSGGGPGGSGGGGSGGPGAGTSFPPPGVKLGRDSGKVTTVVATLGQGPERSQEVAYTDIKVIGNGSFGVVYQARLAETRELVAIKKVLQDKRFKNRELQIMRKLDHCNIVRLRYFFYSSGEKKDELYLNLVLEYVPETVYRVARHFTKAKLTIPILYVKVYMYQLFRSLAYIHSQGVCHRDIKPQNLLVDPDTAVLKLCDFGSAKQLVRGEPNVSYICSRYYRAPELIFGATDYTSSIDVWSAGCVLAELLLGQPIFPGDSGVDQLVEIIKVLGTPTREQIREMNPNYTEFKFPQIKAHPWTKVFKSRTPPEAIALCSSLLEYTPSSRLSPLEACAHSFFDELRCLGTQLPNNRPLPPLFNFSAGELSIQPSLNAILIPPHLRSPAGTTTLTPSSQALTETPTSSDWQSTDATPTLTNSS
aSyn UTR inh: MLPCN primary screen, SNCA 5' untranslated region; alpha-synuclein 5'UTR reporter, inhibitor activity; AID 1813, 2009; 0.82% of 300,000 active; inhibition, % (tested at 7.5 µM); in the data active means inhibition above about 60%;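 further: H4 neuroglioblastoma cells stably carrying SNCA 5'UTR luciferase fusion; 0% = DMSO wells and 100% = positive control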
AI-2 QS modul: Vibrio harveyi AI-2 quorum sensing modulators, primary screen, JMH597 strain, luminescence/OD600 ratio; Vibrio harveyi JMH597 AI-2 luminescence/OD600 ratio, 9 h; stronger effect = lower value; strain lacks LuxN and CqsS sensors; 0 = neutral-control median; activity change, % at 7.5 µM; 0.4% of 300,000 active; in the data active means activity change below about -75%, passing the limit was not always enough;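 further: luminescence divided by OD600 gain over 9 h not by final OD600 alone; inactives centre near 13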
GSK3beta inhib: human GSK3beta kinase inhibitors, primary screen, biochemical, cell-free homogeneous, HTS; Glycogen synthase kinase-3 beta (Homo sapiens), P49841; GST-GSK3beta kinase, ADP-Glo luminescence, 60 min; stronger effect = lower value; activity score (negative = inhibition), % at 10 µM; 0.038% of 300,000 active;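 active means more than half of replicate wells score below -50%, meaning over 50% inhibition versus plate controls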;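 further: 0% = median DMSO wells and -100% = median GW8510 positive control wells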
Target sequence (P49841 whole entry, looked up): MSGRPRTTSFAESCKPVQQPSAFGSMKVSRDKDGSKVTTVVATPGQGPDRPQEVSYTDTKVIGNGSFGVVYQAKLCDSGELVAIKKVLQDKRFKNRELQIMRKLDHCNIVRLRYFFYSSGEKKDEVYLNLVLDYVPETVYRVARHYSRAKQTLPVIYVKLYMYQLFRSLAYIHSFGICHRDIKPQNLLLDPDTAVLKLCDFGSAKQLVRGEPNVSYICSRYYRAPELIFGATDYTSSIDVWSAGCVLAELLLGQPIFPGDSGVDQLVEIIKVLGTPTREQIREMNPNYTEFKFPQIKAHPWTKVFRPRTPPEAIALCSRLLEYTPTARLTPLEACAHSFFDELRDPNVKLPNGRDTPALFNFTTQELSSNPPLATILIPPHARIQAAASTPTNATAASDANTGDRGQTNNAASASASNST
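Test system: GST-fused GSK3beta enzyme, cell-free | Quantity: 1.6 ng GST-GSK3beta enzyme per well | Reagent: 25 µM ATP with peptide substrate | Schedule: 60 min enzyme reaction, room temperature | Signal: Luminescent ADP-Glo measurement of ADP formed | Read-out basis: Score relative to plate controls | Control set: DMSO and 20 µM GW8510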
HSP90 refold inh: HSP90 inhibitors, primary screen, cell lysate, luminescence; Heat shock protein HSP 90 (rabbit reticulocyte lysate; luciferase refolding); Rabbit reticulocyte lysate, luciferase refolding luminescence, 3 h; inhibition, % at 5.6 µM; 0.91% of 290,000 active; AID 1789, 2009;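 active means inhibition above the screen-wide mean plus 3 SD, computed separately per campaign, cut at about 16% in these data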;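 further: 0% = DMSO wells and 100% = 60 µM geldanamycin wells; inhibitors lower the luminescence because luciferase stays unfolded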
KLF5 inh: KLF5 expression inhibitors, primary screen, DLD-1 cells, luminescence; DLD-1 KLF5 promoter-luciferase reporter; inhibition, % at 5 µM; 0.23% of 290,000 active;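 active means inhibition above a per-plate limit of that plate's mean compound inhibition plus 3 SD, cut at about 60% in these data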;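 further: 0% = DMSO wells and 100% = LY294002 at 200 µM; higher means less KLF5 promoter-driven luciferase light; inactives centre near -14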
IEC-6 tox: cytotoxicity in IEC-6 intestinal epithelial cells, primary screen, cytotoxicity control for KLF5 inhibitor project, cell-based, luminescence | IEC-6 cytotoxicity, luminescence viability | inhibition, % at 5 µM | 0.78% of 290,000 active | AID 1825, 2009; in the data active means inhibition above about 22%;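 further: 0% = plate median of test compound wells and 100% = cytotoxic reference compound wells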
HSF1 activator: HSF-1 activators, primary screen, NIH3T3-HGL cells, MG132 stress, luminescence, single point; 1.7% of 300,000 active; NIH3T3-HGL HSF-1 luciferase reporter, 8 h; 100% = twice DMSO control signal; activation, % at 9 µM;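 active means mean replicate activation of at least 50% with a set share of replicates each reaching 50%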;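 further: 0% = median of the neutral control wells and 100% = twice that signal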
HSF1 inh: HSF1 inhibitors in luciferase reporter cells, primary screen, cell-based, NIH3T3, luminescence. NIH3T3-HGL HSE-luciferase, MG132-induced, luminescence 8 h; stronger effect = lower value. activity change, negative = inhibition, % at 7.5 µM (by protocol). 0.77% of 300,000 active. AID 2098, 2009;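 active means more than half of replicate wells show activity change below -50%, luminescence cut by over half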;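 further: luciferase reports HSF-1 transcriptional activity via heat shock element; 0% = median of DMSO wells and -100% = zero luminescence signal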
Active calls of the source: *; · = no result given. Rows were taken by chance. About 4.7% of those tested had a hit in this group.

SMILES	HIF activator	GSK3 alpha inh	aSyn UTR inh	AI-2 QS modul	GSK3beta inhib	HSP90 refold inh	KLF5 inh	IEC-6 tox	HSF1 activator	HSF1 inh
Cc1ccc(C(=O)COC(=O)c2ccc3c(c2)C(=O)N(c2cccc4ncccc24)C3=O)cc1	-0.3	3	-2	19	0	6	-5	-3	-29	-24
CC(=C\C(=O)O)/C(=C/c1ccc(C)o1)C(=O)O	0.3	·	-43	5	-6	-2	14	5	-1	2
CC1(c2ccccc2)NC(=O)N(CC(=O)N2CCOCC2)C1=O (centres undefined)	-0.1	-1	16	46	2	1	5	-4	-8	-9
CC(C)=CCN1CCN(Cc2cnc(N3CCOCC3)s2)CC1CCO (centres undefined)	-0.9	-1	-12	16	3	2	-15	4	2	-1
CN1CCN(C(=O)CCc2nc3ccccc3c(=O)[nH]2)CC1	-0.2	1	8	11	0	4	-37	4	-6	1
Cc1ccc(-c2nnc(-c3ccc(Br)cc3)o2)o1	5.2	-2	-135	27	-4	2	-18	-1	1	6
S=c1[nH]nc(COc2ccccc2)n1/N=C/c1cccc(Cl)c1Cl	-3.7	0	20	20	2	1	-19	-7	-5	-1
COCCCNc1nc2ccccc2nc1NS(=O)(=O)c1ccc(C)cc1C	0.5	-2	3	39	-2	0	-17	8	3	-10
Nc1ccccc1C(=O)NNC1=C(C(=O)C(F)(F)F)CCC1	4.2	0	-278	31	-2	2	-29	34*	-61	-52*
COc1ccccc1NC(=O)CNC(=O)c1ccccc1	-0.4	-3	6	21	1	-5	-30	-2	4	-8
C=C(C)COc1ccc(-c2ncncc2Oc2ccc(OC)cc2)c(O)c1	0.6	2	-9	-5	-2	3	-9	4	-19	0
CCOC(=O)c1ccccc1OCc1cc(/C=N/NC(=O)c2cccnc2)ccc1OC	-0.2	0	17	8	-6	2	-4	6	8	3
COc1ccc(NS(=O)(=O)c2cccc(Cl)c2Cl)cc1S(=O)(=O)N1CCCCC1	-0.2	0	-18	28	5	3	-11	6	6	7
CCSc1nnc(NC(=O)CSc2nncc(=O)n2N)s1	0.3	3	-19	-42	1	-1	-2	-6	-9	-6
COC(=O)C1CC(O)CN1C(=O)c1ccco1 (centres undefined)	-0.6	0	-21	22	1	2	-8	-1	-17	-1
Cc1ccc(Oc2nc(-c3cccnc3)nc3ccccc23)c([N+](=O)[O-])n1	-0.9	-2	-15	7	-3	2	-18	-3	0	-7
CCOc1cc(/C=N/N2CCN(Cc3ccccc3)CC2)ccc1O	1.7	-2	-5	0	-2	-2	-18	0	10	0
CC(NC1c2ccccc2-c2ccccc21)c1ccccc1 (centres undefined)	-0.4	-1	9	-2	1	-5	-35	0	2	-4
Clc1ccccc1OCc1nn[nH]n1	-0.5	-2	-12	-3	-1	-4	-10	-5	2	-4
O=C(Nc1nc(-c2cccs2)c(C(=O)C(F)(F)F)s1)c1ccccc1	0.8	1	-4	11	-1	1	-4	8	14	8
Cc1nn(Cc2ccccc2Cl)c(Cl)c1/C=C/C(=O)OCC(=O)NC1CCS(=O)(=O)C1 (centres undefined)	-0.2	-3	4	6	-6	-5	0	-4	-9	3
COCCOc1ccc(C(F)(F)F)cc1NC(=O)CN1C(=O)NC(C)(c2ccc3c(c2)OCO3)C1=O (centres undefined)	-0.3	-1	1	-7	-2	·	·	·	-18	0
CCOC(=O)Cn1cc([N+](=O)[O-])c(OC)n1	-0.8	-1	-15	18	6	6	-16	2	0	-6
O=C(N/N=C\c1cc2c(cc1[N+](=O)[O-])OCO2)c1cccs1	·	·	·	6	2	2	-41	2	·	·
Cc1ccc(OCC(=O)NC(C)c2ccc(Cl)c(Cl)c2)c([N+](=O)[O-])n1 (centres undefined)	0.3	-1	16	17	-2	5	-19	0	49	10
Fc1ccc(CSc2nsc(SCc3ccc(F)cc3)n2)cc1	-0.2	2	-18	22	2	4	-23	7	-3	-1
Cc1c(NC(=O)c2ccc3c(c2)OCO3)cccc1-c1nc2ccccc2s1	·	-4	-7	11	7	-3	-14	-3	24	12
O=C(NC1CCSc2ccccc21)c1ccccc1Cl (centres undefined)	2.0	16	-18	22	-2	1	10	6	68*	40
COc1cccc(/C=N/NC(=O)CNC(=O)c2ccc(S(=O)(=O)N3CCOCC3)cc2)c1OC	-1.5	-2	4	18	1	1	-18	8	6	-3
Cc1cccc(-n2nc3c(c2NC(=O)C2CC2)CS(=O)(=O)C3)c1C	0.3	-2	-85	25	0	-8	-4	-6	0	4
CC(=O)Nc1nc(-c2cccs2)cs1	-0.4	-4	-35	26	2	3	18	2	14	5
Cc1noc(C)c1S(=O)(=O)N1CCCC(C(=O)Nc2ccc(Cl)cn2)C1 (centres undefined)	1.5	0	-6	25	1	2	1	-4	-17	-3
O=c1[nH]c2ccccc2n2c(C(F)(F)F)nnc12	-3.4	0	-12	13	0	5	6	4	12	-2
O=C(CSc1nnc(-c2ccco2)o1)Nc1cccc([N+](=O)[O-])c1	-0.4	-1	7	-3	-3	0	-5	5	-8	-2
COC(=O)c1cc(=O)n(CCc2ccccc2)c(=Nc2ccc(F)cc2)s1	-0.1	-1	-23	-4	-3	4	-73	2	7	-4
Cc1cccc(NC(=O)CCN2CCCC(C)C2)c1 (centres undefined)	-0.8	-1	3	14	2	-3	-45	3	-5	2
COc1ccccc1OCC(=O)NNC(=O)CCCC(=O)NNC(=O)COc1ccccc1OC	-0.2	-2	12	4	1	1	-14	-1	7	4
Cc1cc(F)ccc1NC(=O)c1cnccn1	0.3	-2	5	5	4	3	2	3	10	5
O=C(OCC(=O)c1ccc(Cl)cc1Cl)c1cnccn1	-30	-2	-5	18	-2	-4	9	4	-51	-39
CN(Cc1cccc(F)c1)CC(O)COCc1ccccc1Cl (centres undefined)	0.3	-1	29	-4	2	0	-26	-2	-3	2
O=C(CC1C(=O)OCN1C(=O)OCc1ccccc1)OCC(=O)c1ccccc1 (centres undefined)	0.4	3	0	4	-3	-2	2	-2	8	-1
COc1cccc(C=O)c1OC(=O)N1CCOCC1	1.2	-1	7	-2	-1	7	-7	3	-3	-8
COc1ccc(C(=O)CSc2nnc(NC(=O)C3CC(=O)N(c4cccc(OC)c4)C3)s2)cc1 (centres undefined)	-0.9	·	15	3	-2	-3	-33	4	-23	-12
Cc1c(Cl)cccc1NC(=S)N1CCOCC1	-0.6	-6	4	20	0	-6	3	-4	16	1
O=C(c1ccc2ccccc2c1)C1CCCN(C(=O)c2cccnc2)C1 (centres undefined)	-0.2	0	3	19	3	3	-5	5	-4	5
Cc1[nH]c(=O)[nH]c(=O)c1S(=O)(=O)N(CC(C)C)CC(C)C	-0.7	-5	-8	10	2	5	3	6	14	3
Cc1ccc(OCC(=O)NCCCNC(=O)c2ccncc2)cc1	-1.6	1	19	·	·	0	2	1	-4	-1
Cc1cccc(N2C(=O)CC(Sc3nc(C)c4c(n3)CCCC4)C2=O)c1 (centres undefined)	-0.3	1	14	-8	2	-2	-13	-7	12	6
CC(C)C/C=C1\CCc2c([nH]c3ccccc23)C1=O	1.6	-3	-229	7	1	0	-60	-3	59*	51
CCOC(=O)CNc1c(-c2ccc(O)cc2)nc2ccccn12	1.5	1	-33	6	1	-2	-12	0	20	2
CC(=O)OCC1OC(OCc2cn(C[C@H]3CC[C@H](Cn4cc(COC5OC(COC(C)=O)C(OC(C)=O)C(OC(C)=O)C5OC(C)=O)nn4)O3)nn2)C(OC(C)=O)C(OC(C)=O)C1OC(C)=O (some centres undefined)	0.3	4	14	13	-1	-2	-28	-3	-11	-6
CN1C(=O)/C(=C\C(=O)c2cccs2)c2ccccc21	1.5	·	-21	20	0	4	-2	2	-13	1
Cc1ccc(NS(=O)(=O)c2csc(C(N)=O)c2)cc1C	-0.9	1	-10	13	3	2	-32	-2	6	-2
NNC(=O)c1nn(-c2ccc(Cl)cc2)ccc1=O	0.0	-1	-12	7	-2	-3	-7	-2	15	-1
Cc1ccc(CN2CCN(/N=C/c3cccnc3)CC2)cc1	0.0	-2	4	17	3	1	-20	-2	0	-6
Cc1cnc(C(=O)OCC(=O)c2ccc[nH]2)cn1	0.3	-2	-8	10	1	·	·	·	8	-1
CCOC(=O)CC(=O)CSc1nc(C)cc(C)c1C#N	-0.3	-2	-1	51	0	3	2	0	2	4
CC(C)(C)c1ccc(-c2nnc(SCCN3C(=O)c4ccccc4C3=O)o2)cc1	-0.8	8	-14	27	1	-4	-21	2	-2	-9
CC(=O)Nc1ccc(S(=O)(=O)NC2(C(F)(F)F)C(=O)Nc3c2c(=O)[nH]c(=O)n3Cc2cccnc2)cc1 (centres undefined)	-0.1	0	20	1	-2	-1	-9	4	-7	0
Cc1nnc(SCC(=O)NCCOc2ccc(Cl)cc2)n1-c1ccccc1	-0.3	1	-12	2	2	11	-19	2	-14	3

A different layout for part of the listing above:
> Cc1ccc(C(=O)COC(=O)c2ccc3c(c2)C(=O)N(c2cccc4ncccc24)C3=O)cc1
  HIF activator: -0.3 | GSK3 alpha inh: 3 | aSyn UTR inh: -2 | AI-2 QS modul: 19 | GSK3beta inhib: 0 | HSP90 refold inh: 6 | KLF5 inh: -5 | IEC-6 tox: -3 | HSF1 activator: -29 | HSF1 inh: -24

> CC(=C\C(=O)O)/C(=C/c1ccc(C)o1)C(=O)O
  HIF activator: 0.3 | GSK3 alpha inh: · | aSyn UTR inh: -43 | AI-2 QS modul: 5 | GSK3beta inhib: -6 | HSP90 refold inh: -2 | KLF5 inh: 14 | IEC-6 tox: 5 | HSF1 activator: -1 | HSF1 inh: 2

Later entries:
SMILES	HIF activator	GSK3 alpha inh	aSyn UTR inh	AI-2 QS modul	GSK3beta inhib	HSP90 refold inh	KLF5 inh	IEC-6 tox	HSF1 activator	HSF1 inh
Cc1ccc(Nc2nc(-c3ccncc3)nc3ccccc23)cc1	-0.1	0	-12	-6	-3	-1	15	-4	-12	-11
Oc1ccc(/C=N/Nc2ncc(Br)cn2)c(O)c1	19*	14	0	54	-26	4	-83	1	79*	51
CCC1(C)Cc2c(sc3nc4n(c(=O)c23)CCCS4)CO1 (centres undefined)	1.7	-1	-12	3	-3	-4	-6	-3	44	-1
O=C(Nc1ccccc1)N1CCc2c([nH]c3ccccc23)C1C(F)(F)F (centres undefined)	0.1	6	43	26	-2	0	-18	0	13	0
COc1cc(OC)c(OC)cc1CN(C)CCc1ccccn1	0.3	-2	1	14	1	3	3	-7	74*	30
N=C(N=C(N)N)N1CCc2ccccc21	0.4	-4	2	33	1	5	-15	-2	4	-5
CC(Sc1nnc(C(F)(F)F)n1C)C(=O)NC(N)=O (centres undefined)	0.2	-2	1	21	-3	-1	-17	0	1	-3
COc1cc(/C=C/C(=O)O)cc(S(=O)(=O)Nc2ccccc2SC)c1OC	-0.1	0	-9	35	-1	0	-28	0	4	-7
